Pf growth 96h – Primary qHTS for delayed death inhibitors of the malarial parasite plastid, 96 hour incubation; P. falciparum luciferase reporter growth, 96 h; Potency, µM (titrated, usually from 28.7 µM), without a hit: at the top dose activity change, negative = inhibition, hits mostly inhibitors; 6.9% of 320,000 active; further: potency means the concentration at half of the fitted maximal effect; on the % scale 0 is the no-effect control and ±100 the full control effect
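Delayed-death screen, second-generation endpoint: infected erythrocytes, 2% hematocrit, 0.05% parasitemia final; 96 hours at 37 C, 5% CO2; luciferase detection reagent; luminescence decrease equals reduced growth.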
Shiga inhibitor – A qHTS for Small Molecule Inhibitors of Shiga Toxin. Vero cells, Shiga toxin protein synthesis inhibition reporter. inhibition, % at 38.7 µM. 9.2% of 290,000 active. AID 2315, 2010; in the data active means inhibition mostly above about 28%, no sharp cut-off; inactive means mostly below about 43%; further: 0% is about no effect
Giardia FBPA inh – qHTS Assay for Inhibitors of Fructose-1,6-bisphosphate Aldolase from Giardia Lamblia; Potency, µM (titrated, usually from 59.6 µM), without a hit: at the highest dose activity, negative = inhibition, actives largely listed as inhibitors; 0.71% of 290,000 active; AID 2451, 2010; purified Giardia FBPA; further: potency means the concentration at half of the fitted maximal effect; on the % scale 0 is the no-effect control and ±100 the full control effect; nearly all actives have a fitted effect of over 55% in size
Target sequence (A8B2U2 whole entry, looked up): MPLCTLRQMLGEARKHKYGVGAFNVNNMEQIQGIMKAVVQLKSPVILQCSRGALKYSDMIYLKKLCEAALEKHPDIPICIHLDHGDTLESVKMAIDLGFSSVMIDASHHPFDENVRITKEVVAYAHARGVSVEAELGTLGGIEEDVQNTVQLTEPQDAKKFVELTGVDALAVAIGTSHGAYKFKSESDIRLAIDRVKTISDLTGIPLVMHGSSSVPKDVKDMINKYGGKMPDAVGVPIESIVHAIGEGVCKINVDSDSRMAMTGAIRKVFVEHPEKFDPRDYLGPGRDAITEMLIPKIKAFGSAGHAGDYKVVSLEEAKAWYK
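Giardia FBPA (40 nM reagent) was preincubated 10 min at RT with compound (up to 57.5 uM final), then substrate plus GAPDH/TPI/NAD/arsenate coupling system with diaphorase/resazurin was added; resorufin fluorescence (525/598 nm) was read after 20 min.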
CHX counter – Cycloheximide Counterscreen for Small Molecule Inhibitors of Shiga Toxin; AID 2314, 2010; max response, %; cell reporter, cycloheximide protein synthesis inhibition counterscreen; 12% of 300,000 active; in the data active means max response mostly above about 13%, no sharp cut-off; inactive means mostly below about 14%; further: read at 38.3 µM for the half of the compounds with a filed dose; 0% is about no effect
Pf growth 48h – Primary qHTS for delayed death inhibitors of the malarial parasite plastid, 48 hour incubation; P. falciparum luciferase growth in erythrocytes, 48 h; Potency, µM (doses to about 28.7 µM), inactives show top-dose activity change, negative = inhibition, actives largely listed as inhibitors; 5.9% of 310,000 active; AID 504832, 2011; further: potency means the concentration at half of the fitted maximal effect; on the % scale 0 is the no-effect control and ±100 the full control effect
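Luciferase-expressing P. falciparum in infected erythrocytes (2% hematocrit, 0.1% parasitemia final) in RPMI 1640/0.5% Albumax were exposed to compound for 48 hours at 37 C, 5% CO2; growth read as luminescence.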
Sm TGR inh – qHTS Assay for the Inhibitors of Schistosoma Mansoni Peroxiredoxins; purified TGR, DTNB reduction, TNB absorbance 405 nm; AID 485364, 2010; 3% of 360,000 active; Potency, µM (series often up to 114 µM), inactives show at the top dose activity change, negative = inhibition, hits mostly inhibitors; Schistosoma mansoni thioredoxin glutathione reductase (TGR), Q962Y6; further: potency means the concentration at half of the fitted maximal effect; on the % scale 0 is the no-effect control and ±100 the full control effect; nearly all actives have a fitted effect of over 60% in size
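Kinetic colorimetric format: TGR-catalysed, NADPH-driven DTNB reduction monitored via TNB absorbance. Enzyme dispensed at 20 nM; compound exposure 15 min at room temperature before reaction start.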
An asterisk follows results filed as active; ? = inconclusive; nt = not tested or not shown; [ ] = another dose, or the depositor's remark. Unless noted, the call rests on the fitted dose curve; in most records, active means well fitted curve in the direction sought with a large enough effect; inconclusive means small, poorly fitted or top-dose-only effect, or another doubt; inactive means no such curve, though single readings can be large; an effect the other way counts as inactive or inconclusive. Hits appear at their usual frequency. About 24% of those tested had a hit in this group.

SMILES | Pf growth 48h | CHX counter | Pf growth 96h | Giardia FBPA inh | Shiga inhibitor | Sm TGR inh
O=C(N/N=C/c1ccc([N+](=O)[O-])o1)c1ccccc1NS(=O)(=O)c1cccs1 | ? | -3 | ? | -19% | 1 | 28µM*
CCCCCc1ccc(OCCCC[n+]2ccccc2)c(CCCCC)c1 | 0.93µM* | -5 | -2% | 1% | 31 | 2%
COC(=O)C1CCN(C(=O)NC2CCCCC2)CC1 | 3% | 1 | nt | 2% | -6 | -8%
COc1ccc(Cc2nnc(NC(=O)C(C)(C)C)s2)cc1 | -1% | 10 | 18% | -1% | 21 | -16%
N#CC(c1ccc(O)cc1)N1CCOCC1 (configuration not stated) | 8% | -3 | 12% | 0% | -4 | 10%
Cc1ccc(NC(=O)C(C)Sc2n[nH]c(CNc3ccccc3)n2)cc1 (configuration not stated) | 1% | -4 | 32%[activator] | 11% | 4 | 0%
O=C(Cc1ccc(NC2=NC3CS(=O)(=O)CC3S2)cc1)NCc1ccc(Cl)cc1 (configuration not stated) | 16% | -1 | ? | -10% | 0 | -16%
O=C(CSc1nnnn1C1CCCCC1)NCc1ccccc1 | 11% | -1 | 4% | 3% | 23 | -18%
Nc1nc(SCCO)[nH]c(=O)c1NC(=O)c1ccccc1F | 1% | 5 | -3% | ? | -5 | 0%
C/C(=N\NC(=O)c1ccoc1C)c1ccccc1O | ? | 19* | 163%[activator] | -21% | 104* | -1%
COc1ccc(-c2oc(NC(=O)CCl)c(C#N)c2-c2ccc(OC)cc2)cc1 | nt | -3 | 9.3µM* | -23% | -8 | ?
CCOc1ccc(-c2nc(N)ncc2Oc2ccc(OC)cc2)c(O)c1 | 12µM* | -3 | ? | -12% | -3 | 4%
CCCCN(CCCNC(=O)C1CCN(S(=O)(=O)N2CCOCC2)CC1)Cc1ccccc1 | 36%[activator] | -4 | -9% | 3% | -14 | 7%
Cc1ccc(N2C(=O)C3CCC(C)(C2=O)C3(C)C)cc1C (configuration not stated) | 16% | 3 | 13% | -6% | 20 | -8%
C=C(C)c1cccc(C(C)(C)NC(=O)N2CCOCC2)c1 | -5% | -3 | nt | 3% | -3 | ?
CCOc1ccc(NC(=O)C2CCN(S(=O)(=O)CC)CC2)cc1 | -4% | 0 | 8% | 2% | 7 | 1%
Cc1ccc(C(=O)CCC(=O)NCc2ccccc2)cc1 | 35%[activator] | -3 | ? | 7% | 6 | 5%
O=c1c2[nH]c3ccc(F)cc3c2ncn1CCC1=CCCCC1 | 83%[activator] | 8 | 17% | 2% | 14 | 8%
FC(F)(F)c1ccccc1-n1c(-c2ccco2)n[nH]c1=S | 113%[activator] | 21* | 10% | ? | 30* | -6%
CCOc1ccc(NC(c2ccccc2)P(=O)(OC)OC)cc1 (configuration not stated) | 52%[activator] | 12 | ? | 12% | 26* | 16µM*
CC(Sc1nnc(-c2ccco2)n1C)C(=O)Nc1ccc(N2CCOCC2)cc1 (configuration not stated) | ? | nt | -12% | nt | nt | -14%
Cc1ccc(C)c(NC(=O)CN(C)C(=O)c2ccc(-c3ccc(Cl)cc3)o2)c1 | 1.5µM* | nt | 13µM* | nt | nt | ?
NC(=O)C1CCN(c2cc(N3CCOCC3)ccc2[N+](=O)[O-])CC1 | 7% | 7 | 7% | 2% | -10 | 0%
Cn1c(NC(=O)COc2ccccc2)cc(=O)n(C)c1=O | 12% | 12 | ? | 3% | 16 | 10%
O=c1c2ccccc2sn1-c1ccccc1 | ? | 24* | nt | ? | 25 | 6%
NS(=O)(=O)c1ccc(NC(=O)Cc2c(F)cccc2Cl)cc1 | -3% | -3 | ? | 1% | -11 | 6%
Cc1nc(/N=C\N(C)C)sc1C(=O)Nc1ccccc1 | 74%[activator] | 31 | 9% | 21% | 51* | -4%
CCOc1ccc(Cl)cc1S(=O)(=O)N1CCC(C(=O)NCc2ccncc2)CC1 | -7% | -6 | 53%[activator] | 3% | 3 | -10%
N#CCC(=O)Nn1c(=S)[nH]c2ccccc2c1=O | 0% | 16 | ? | 3.5µM* | 10 | ?
C/C(CC(=O)Nc1ccccc1)=N\NC(=O)COc1ccc(C)cc1Br | -35% | -4 | ? | 0% | 5 | 5%

Look-ups from the list:
For CHX counter, Cc1ccc(C(=O)CCC(=O)NCc2ccccc2)cc1 reads -3
For Sm TGR inh, Cc1nc(/N=C\N(C)C)sc1C(=O)Nc1ccccc1 reads -4%
For Pf growth 96h, CC(Sc1nnc(-c2ccco2)n1C)C(=O)Nc1ccc(N2CCOCC2)cc1 (configuration not stated) reads -12%
For Pf growth 48h, COC(=O)C1CCN(C(=O)NC2CCCCC2)CC1 reads 3%
For Giardia FBPA inh, N#CCC(=O)Nn1c(=S)[nH]c2ccccc2c1=O reads 3.5µM*
For Pf growth 48h, Cc1ccc(C)c(NC(=O)CN(C)C(=O)c2ccc(-c3ccc(Cl)cc3)o2)c1 reads 1.5µM*
For Pf growth 96h, Nc1nc(SCCO)[nH]c(=O)c1NC(=O)c1ccccc1F reads -3%

(continued)
SMILES | Pf growth 48h | CHX counter | Pf growth 96h | Giardia FBPA inh | Shiga inhibitor | Sm TGR inh
Cc1ccc(SC(C)c2nc(-c3ccncc3)no2)cc1 (configuration not stated) | ? | 8 | 16% | 1% | 32 | -8%
CCOc1ccccc1C(=O)Nc1cc(Cl)ccc1O | 3.3µM* | -1 | nt | -12% | -5 | -14%
CCOC(=O)C(NC(C)=O)(Nc1ccc(S(N)(=O)=O)cc1)C(F)(F)F (configuration not stated) | 4% | -5 | 38%[activator] | -4% | -11 | 7%
CCC(=O)NC[C@H](Cc1ccc(OCCc2nc(-c3ccccc3)oc2C)cc1)N/C(C)=C\C(=O)c1ccc(C(F)(F)F)cc1 | nt | 11 | nt | -21% | 15 | nt
CCOC(=O)CON1C(=O)c2ccccc2C1=O | 0% | -4 | nt | 2% | -5 | -10%
Cc1ccc(-c2c(C(=O)N/N=C/c3ccc(C)o3)nnn2-c2nonc2N)cc1 | ? | -6 | 2.3µM* | nt | -5 | ?
Cc1cc(NC(=O)COc2ccccc2)ccc1Cl | 68%[activator] | 50* | ? | 3% | 107* | 0%
Cc1ccc(C(C)NC(=O)c2ccc3c(c2)OCCO3)cc1C (configuration not stated) | ? | -1 | -4% | 6% | nt | -2%
Cn1c(=O)c(C(=O)NCc2ccc(F)cc2)c(O)c2ccccc21 | -4% | -1 | ? | -2% | 3 | 3%
O=C(O)CCC(=O)Nc1cccc2cccnc12 | 0% | 1 | 5% | -8% | -14 | -2%
O=C1CCN(Cc2ccccc2)CCN1[C@H](CO)Cc1ccccc1 | -3% | 0 | 44%[activator] | 13% | -8 | -20%
Nc1nc2ccccc2n1CCOc1ccc(F)cc1 | 8.3µM* | -1 | 15µM* | -6% | -8 | 0%
CCOc1ccc(S(=O)(=O)N2CCN(c3ccccc3)CC2)c2cccnc12 | ? | 5 | 4% | -23% | 12 | 0%
COc1c(Cl)ccc(Cl)c1C(=O)NCc1ccco1 | 1% | 10 | -12% | -3% | -15 | -17%
CCc1c(C)c(C#N)c2nc3ccccc3n2c1NCc1ccccn1 | ? | -2 | -1% | -21% | -3 | nt
COc1ccc(CSc2nnc(-c3ccncc3)n2N)cc1 | 5% | -2 | 55%[activator] | -14% | -6 | 1%
CC(/C=N/NC(=O)CCn1nnc2ccccc21)=C\c1ccccc1 | 6% | 2 | -16% | -4% | 4 | 1%
Cn1cc(C(CO)Cc2ccccc2)c2ccccc21 (configuration not stated) | ? | nt | -28% | nt | nt | 6%
Cc1ccc(S(=O)(=O)NCC(=O)N2CCOCCOCCOCC2)cc1 | 16% | -4 | 62%[activator] | 14% | -10 | 8%
CCc1ccccc1NC1=NCC(=O)N1C1CCCCC1 | -2% | -1 | ? | -7% | -2 | 2%
CCOc1nc(NC(C)C)nc(N2CC3CC(C2)c2cccc(=O)n2C3)n1 (configuration not stated) | 6% | 11 | 39%[activator] | 1% | 27 | -7%
c1ccc(CNc2c3c(nc4ncnn24)CCCC3)nc1 | 7% | -1 | 8.3µM* | 23% | -3 | -25%
Cc1ccc(NC(=O)C2(S(=O)(=O)c3ccc(Cl)cc3)CC2)cc1 | 7% | -4 | 43%[activator] | -4% | -10 | 4%
O=C(OC1CCCCC1=O)c1cccc(S(=O)(=O)N2CCCCC2)c1 (configuration not stated) | 17% | nt | 36%[activator] | nt | nt | -3%
CC(=O)c1cccc(S(=O)(=O)NCC2CCCCC2)c1 | 10% | 10 | 29% | 5% | -8 | -21%
Clc1cccc(-c2ccc(C=Nc3ccc(N4CCOCC4)cc3)o2)c1 | 4% | 3 | 10µM* | -16% | -10 | -10%
CC(C)C[C@H](NC(=O)N1CC(=O)Nc2ccccc21)C(=O)N1CCC[C@H]1C(=O)O | -2% | -3 | -5% | -9% | -5 | 0%
Cc1cc(C(=O)NCc2ccc(C(=O)O)o2)c(C)o1 | nt | -3 | -16% | 12% | 8 | -3%
CSc1ccc(C(=O)C2CCCN(C(=O)c3cccnc3SC)C2)cc1 (configuration not stated) | ? | 2 | -13% | 0% | -17 | 5%
CC(C)C(=O)Nc1nnc(SCC(=O)NCC2CCCO2)s1 (configuration not stated) | 47%[activator] | -6 | 107%[activator] | 5% | 23 | -2%

Whole records, quoted from the list.
COc1c(Cl)ccc(Cl)c1C(=O)NCc1ccco1 as listed: Pf growth 48h: 1%; CHX counter: 10; Pf growth 96h: -12%; Giardia FBPA inh: -3%; Shiga inhibitor: -15; Sm TGR inh: -17%
CSc1ccc(C(=O)C2CCCN(C(=O)c3cccnc3SC)C2)cc1 (configuration not stated) as listed: Pf growth 48h: ?; CHX counter: 2; Pf growth 96h: -13%; Giardia FBPA inh: 0%; Shiga inhibitor: -17; Sm TGR inh: 5%

Carrying on:
SMILES | Pf growth 48h | CHX counter | Pf growth 96h | Giardia FBPA inh | Shiga inhibitor | Sm TGR inh
COc1ccc(N2CCN(C(=O)C3CCCN(S(=O)(=O)c4c(C)noc4C)C3)CC2)cc1 (configuration not stated) | ? | 1 | ? | -7% | 6 | -6%
Cc1c(N(C)C(=O)COc2ccc3ccccc3c2)c(=O)n(-c2ccccc2)n1C | -16% | -7 | -1% | -5% | 11 | 2%
CCOC(=O)c1c(C)n(CC(O)c2ccccc2)c2ccc(O)cc12 (configuration not stated) | 12µM* | -2 | 12µM* | -6% | -9 | -37%
Cc1ccc(/C=C/C(=O)OC(C)C(=O)Nc2ncc(Cl)cc2Cl)o1 (configuration not stated) | 14% | -2 | 24% | 3% | -5 | ?
O=[N+]([O-])c1ccc2nc(-c3ccccc3)oc2c1 | 350%[activator] | 26* | 9% | 0% | 71* | 7%
CC(=O)NCCC(=O)Nc1nc(-c2ccc3ccccc3c2)cs1 | 28% | 29* | 3% | 2% | 52* | 3%
CC1CC(C)CN(C(=O)c2ccc(S(=O)(=O)N3CCCC3)cc2)C1 (configuration not stated) | 6% | -1 | 32%[activator] | -1% | -6 | -17%
CCOC(=O)c1ccccc1NC(=O)CSc1ccc(-c2ccccn2)nn1 | ? | -2 | ? | nt | 20 | -1%
Cc1ccc(NC(=S)NCCSc2ccc(Cl)cc2)c(C)c1 | ? | 3 | 37%[activator] | 4% | 2 | -11%
